GRK2 inh: human GRK2 inhibition via aptamer displacement; P25098; bead flow cytometry, FAM-aptamer displacement from GRK2; inhibition of aptamer binding, % at 10 µM; hit rate 0.59% among 330,000; AID 488847;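 active = inhibition of aptamer binding above 40%, roughly 3 SD of noise, on plates passing a quality check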;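 note: median bead fluorescence of bound FAM aptamer so fluorescent compounds give negative values; no value below 0 was filed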
MCL1 BIM primary: MCL1-BIM-BH3 interaction inhibition (human); Q07820; inhibition, % at 10.9 µM; GST-MCL1 / FITC-Bim-BH3 fluorescence polarization; AID 2057; hit rate 0.68% among 320,000;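 active = inhibition above the mean inhibition of all tested compounds plus 3 SD, set per campaign, cut at about 40% in these data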;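 note: 0% = DMSO wells and 100% = unlabeled Bim-BH3 peptide control; higher means more loss of mP so more displacement of Bim peptide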
Target sequence (Q07820 whole entry, looked up): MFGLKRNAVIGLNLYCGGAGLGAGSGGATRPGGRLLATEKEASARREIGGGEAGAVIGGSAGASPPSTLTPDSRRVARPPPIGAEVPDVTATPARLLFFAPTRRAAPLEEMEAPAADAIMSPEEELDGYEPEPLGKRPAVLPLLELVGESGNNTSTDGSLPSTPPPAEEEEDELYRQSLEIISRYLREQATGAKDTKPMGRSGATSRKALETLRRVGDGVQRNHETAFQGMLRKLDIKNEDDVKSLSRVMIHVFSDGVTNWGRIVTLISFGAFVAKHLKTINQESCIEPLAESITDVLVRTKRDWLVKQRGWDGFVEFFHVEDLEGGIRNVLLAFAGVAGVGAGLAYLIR
AGP1 TOR yeast: yeast TOR pathway AGP1-GFP modulation | GFP response vs DMSO, % at 10 µM | AID 2066 | hit rate 0.02% among 320,000 | S. cerevisiae AGP1-GFP multiplex flow cytometry, 3 h; GFP as percent of DMSO wells;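 active = GFP response relative to DMSO above a set limit, near screen average plus 3 SD, cut at about 150% in these data; inconclusive = fewer than 70 cells counted for the yeast strain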;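 note: median GFP channel fluorescence of the gated AGP1 strain per well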
GLD-1 TGE inh: GLD-1-TGE RNA interaction inhibition (C. elegans); Q17339; purified GLD-1 + fluorescein TGE RNA, fluorescence polarization; inhibition, % at 5.96 µM; hit rate 0.44% among 320,000;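 active = percent inhibition above a per-plate cutoff, the plate mean of test compounds plus 3 SD, cut at about 30% in these data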;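 note: 0% = DMSO wells with GLD-1 and probe and 100% = wells lacking GLD-1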
MEX-5 binding: C. elegans MEX-5 TCR-2 RNA binding activity. MEX-5/FITC-TCR2 RNA binding, fluorescence polarization; active compounds read low. activity score (negative = inhibition of binding), % at 10 µM. hit rate 0.38% among 300,000. AID 1832;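 active = inhibition past about -25% in most replicates, and total fluorescence under double the plate's negative control median, limit read from the data; inconclusive = replicates evenly split on the limit, or fluorescence at least double controls; inactive = too little inhibition in most replicates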;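 note: 0% = DMSO and -100% = 5 µM competing unlabeled TCR2 RNA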
Target sequence (Q9XUB2 whole entry, looked up): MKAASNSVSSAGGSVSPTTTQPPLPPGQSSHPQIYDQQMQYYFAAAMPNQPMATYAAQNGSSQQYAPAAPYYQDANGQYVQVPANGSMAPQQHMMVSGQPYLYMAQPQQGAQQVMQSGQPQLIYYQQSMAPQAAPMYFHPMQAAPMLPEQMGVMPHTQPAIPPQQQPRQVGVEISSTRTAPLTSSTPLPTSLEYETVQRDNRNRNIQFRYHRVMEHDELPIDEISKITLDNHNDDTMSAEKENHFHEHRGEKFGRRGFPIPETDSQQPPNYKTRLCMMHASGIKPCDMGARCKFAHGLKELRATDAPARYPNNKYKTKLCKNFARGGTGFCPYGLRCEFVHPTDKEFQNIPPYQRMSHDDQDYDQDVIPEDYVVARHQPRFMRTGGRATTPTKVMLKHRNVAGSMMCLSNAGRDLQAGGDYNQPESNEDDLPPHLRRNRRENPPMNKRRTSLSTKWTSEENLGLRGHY
CIT2 TOR yeast: alters CIT2-GFP fluorescence in TOR pathway yeast screen; S. cerevisiae CIT2-GFP strain, flow cytometry, 3 h; 100 means same as DMSO wells; GFP response vs DMSO, % at 10 µM; AID 2029; hit rate 0.065% among 320,000;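 active = GFP response relative to DMSO above a set limit, near the screen mean plus 3 SD, cut at about 150% in these data; inconclusive = Fewer than 70 cells measured for a yeast strain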;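 note: ratio of well median GFP fluorescence to mean of DMSO wells on the plate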
VLA-4 inh: inhibition in a human VLA-4 binding assay. inhibition, % (about 7 µM as worked out from the volumes in the protocol). hit rate 0.2% among 330,000. P13612. VLA-4 expressing cells, ligand binding flow cytometry. AID 2557; in the data active = inhibition above about 50%
Fam108B inh: counter-screen for RBBP9 inhibitors: inhibitors of mouse Fam108B | hit rate 0.33% among 300,000 | AID 1947 | recombinant Fam108B, FP-Rh probe fluorescence polarization | inhibition, % at 9.51 µM;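 active = inhibition above the screen mean inhibition plus 3 SD, computed separately per campaign, cut at about 18% in these data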;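 note: inhibitors lower polarization as less probe binds the enzyme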
BCLXL inh: inhibitors of human Bcl-xL; GST-Bcl-xL / FITC-Bim BH3 peptide fluorescence polarization; hit rate 0.7% among 320,000; Q07817; inhibition, % at 10.9 µM;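 active = inhibition above the mean of all tested compounds plus 3 SD, cutoff set per campaign, cut at about 30% in these data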;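 note: 0% = DMSO wells and 100% = unlabeled Bim-BH3 peptide competitor; inhibitors lower millipolarization by displacing the labeled peptide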
Starred values were filed as active, the others as inactive; u = inconclusive; x = no result given; [ ] = remark or other dose.

SMILES,GRK2 inh,MCL1 BIM primary,AGP1 TOR yeast,GLD-1 TGE inh,MEX-5 binding,CIT2 TOR yeast,VLA-4 inh,Fam108B inh,BCLXL inh
COc1cc(N(C)C)c([N+](=O)[O-])cc1C(=O)NC(C)CNc1ccc([N+](=O)[O-])cc1Cl (centres undefined),2,2,95,4,-1.1,100,-10,0,6
Cn1c(C(=O)NCCN2CCN(Cc3ccccc3)CC2)cc2c(=O)n(C)c3ccccc3c21,0,2,106,-5,0.5,104,-29,-2,2
O=C(COC(=O)C1CCN(S(=O)(=O)c2ccc3c(c2)OCCO3)CC1)NC1CCCCC1,2,-4,101,2,1.5,98,8,-1,-1
CC(C)CNC1=CC(=O)CC(c2ccco2)C1 (centres undefined),4,24,89,5,-0.8,x,10,-2,17
C=CC[C@H](CC(=O)OC(C)(C)C)C(=O)OC[C@@H]1CCCN1C(=O)[C@H](CC=C)CC(=O)N[C@H](CO)Cc1ccccc1,0,x,102,-9,x,102,2,x,x
CCN(Cc1nc2ccccc2c(=O)[nH]1)Cc1cc(=O)oc2cc(OC)ccc12,0,1,x,7,x,97,3,-3,-3
C#CCOCCOCCOCCNc1nc(N2CCN(C(=O)CCCCCCCCCCNC(=O)[C@H](CCCCN)n3cc(CCCC(=O)O)nn3)CC2)nc(N2CCN(C(=O)CCCCCCCCCCNC(=O)[C@H](CCCN=C(N)N)n3cc(C[C@@H](C)CC)nn3)CC2)n1,0,-7,86,-1,10,80,-15,-3,1
Cc1nc2scc(-c3ccc(Cl)cc3)c2c(=O)o1,0,6,111,6,x,101,-3,46*,3
C/C(CC(=O)Nc1cccc(F)c1)=N\NC(=O)C(=O)NC1CCCCC1,5,1,101,5,1.9,98,-2,-1,-4
CCOCCCNC(=S)N1CCCN(c2nc3cc(C)c(C)cc3cc2C#N)CC1,0,3,93,2,-6.0,92,3,-4,4

Overlap with the part before: two entries, then new ones.
SMILES,GRK2 inh,MCL1 BIM primary,AGP1 TOR yeast,GLD-1 TGE inh,MEX-5 binding,CIT2 TOR yeast,VLA-4 inh,Fam108B inh,BCLXL inh
C/C(CC(=O)Nc1cccc(F)c1)=N\NC(=O)C(=O)NC1CCCCC1,5,1,101,5,1.9,98,-2,-1,-4
CCOCCCNC(=S)N1CCCN(c2nc3cc(C)c(C)cc3cc2C#N)CC1,0,3,93,2,-6.0,92,3,-4,4
COc1ccc(N2C(=O)C(CC(=O)Nc3ccccc3)N(Cc3ccccn3)C2=S)cc1 (centres undefined),1,-2,107,8,0.2,109,-1,-1,0
Cc1nc(NC(=O)c2csc3ccccc23)sc1C,0,-11,97,3,0.2,x,5,-4,-6
COc1ccc(-c2nnc(SCc3csc(N)n3)n2C)cc1,0,8,99,5,2.0,101,13,-3,-1
COc1ccc(NC(=O)N2CCOCC2)cc1,0,4,98,4,1.2,105,6,0,5
COc1ccc(NC(=O)CCN2CCN(S(=O)(=O)c3ccc(C(C)C)cc3)CC2)cc1,0,9,53[may fluoresce violet],0,0.6,u,-1,7,5
COC(=O)c1ccc(Cn2nnc3ccccc32)cc1,3,-2,97,3,1.9,85,1,-1,0
COc1cccc(C(=O)N(Cc2nc(-c3cccc(C)c3)no2)C(C)C)c1OC,0,6,103,-1,-1.3,107,-6,1,0
COc1cccc(N(CC(=O)N2CCN(C)CC2)S(=O)(=O)c2ccc(C)cc2)c1,16,0,113,25,-0.3,105,3,1,-2
O=C(Cn1c(NCCO)nc2ccccc21)c1ccc(Cl)cc1,0,2,102,-3,0.7,95,9,-2,4
COc1ccc(/C=C2\SC(=O)N(CC(=O)Nc3ccc(O)cc3)C2=O)cc1OC,0,x,92,x,-3.8,89,27,x,x

(further entries)
SMILES,GRK2 inh,MCL1 BIM primary,AGP1 TOR yeast,GLD-1 TGE inh,MEX-5 binding,CIT2 TOR yeast,VLA-4 inh,Fam108B inh,BCLXL inh
CC(C)(C)C(=O)Nc1ccccc1C(=O)Nc1ccccn1,1,1,102,-8,-0.5,93,0,3,1
CC(C)OCCCNC(=O)c1cn(C)c2ccc(S(=O)(=O)N(C)C3CCCCC3)cc2c1=O,0,-2,99,4,0.4,102,8,-1,7
CCn1c(CNc2ccc(Cl)cc2)nnc1SCCN1CCCCC1,0,-6,108,1,1.9,115,-20,4,-6
O=C(NCCNS(=O)(=O)c1cccc(C(F)(F)F)c1)c1cc(OCC(F)(F)F)ccc1OCC(F)(F)F,0,1,103,5,1.7,93,13,-1,2
CCOC(=O)c1oc2cc(O)c(CC)cc2c(=O)c1-c1cscn1,1,-2,92,-6,-1.1,x,7,-8,2
CCCN1C(=O)CC(C(=O)OC)=C1C,0,6,99,-3,-0.5,97,-5,-1,10
C=CCNC(=O)c1nn2cccnc2c1Cl,1,7,98,3,-1.3,99,-2,-4,4
COc1ccc(N(CC(=O)Nc2ccc(F)c(F)c2)S(=O)(=O)c2c(C)n[nH]c2C)cc1,2,5,100,-6,0.8,103,4,-1,5
O=C(NCCCn1ccnc1)c1cc(-c2ccncc2)nc2ccccc12,0,-3,106,2,2.0,103,0,0,2
CCOC(=O)N1CCN(Cc2nc(-c3ccccc3)no2)CC1,2,-1,106,-4,1.6,106,1,-3,5

Remaining list, next part:
SMILES,GRK2 inh,MCL1 BIM primary,AGP1 TOR yeast,GLD-1 TGE inh,MEX-5 binding,CIT2 TOR yeast,VLA-4 inh,Fam108B inh,BCLXL inh
O=C(/C=C/c1cccs1)NC(=S)NNC(=O)Cc1cccs1,0,8,106,-2,-3.8,104,20,0,6
O=C(NC1CCC(=O)N(CCSc2ccccc2)CC1)OCc1ccccc1 (centres undefined),6,8,74[may fluoresce red and violet],-4,2.5,u,3,1,3
CC1=NN(C(N)=S)C(=O)C1N=Nc1ccccc1 (centres undefined),0,3,100,1,-0.6,106,15,-2,4
CCCc1[nH]nc2c1C(c1ccsc1)C(C#N)=C(N)O2 (centres undefined),0,9,96,-1,2.3,100,-13,3,4
O=C(Nc1ccccc1)c1cc2n(n1)C(C(F)(F)F)CC(C1CC1)N2 (centres undefined),0,1,108,5,0.4,104,-6,2,3
CCOc1ccccc1CNC(=O)C1CCN(C(=O)c2sccc2-n2cccc2)CC1,1,2,90,2,1.3,89,9,2,4
Cc1ccc(S(=O)(=O)N2CC(O)CC2C(=O)OCC(=O)c2ccccc2Cl)cc1C (centres undefined),10,6,94,-11,1.4,90,-40,5,6
CC(Nc1nc(-c2ccc(F)cc2)cs1)c1nc2cc(Cl)c(Cl)cc2n1CCCO (centres undefined),7,2,102,8,2.0,101,-16,8,2
CCOC(=O)CSc1nc2ccccc2c(=O)n1-c1ccc(C)cn1,3,6,95,8,1.3,96,30,2,0
CCOC(=O)c1ccc(NC(=O)c2ccc(CO)c(C(=O)NC3CCN(C(=O)OCC)CC3)c2)cc1,1,-1,95,2,-1.4,100,4,3,-2

Part of the list above, with two lines to a compound:
Values run as follows: GRK2 inh | MCL1 BIM primary | AGP1 TOR yeast | GLD-1 TGE inh | MEX-5 binding | CIT2 TOR yeast | VLA-4 inh | Fam108B inh | BCLXL inh
Cn1c(C(=O)NCCN2CCN(Cc3ccccc3)CC2)cc2c(=O)n(C)c3ccccc3c21
  0 | 2 | 106 | -5 | 0.5 | 104 | -29 | -2 | 2
O=C(COC(=O)C1CCN(S(=O)(=O)c2ccc3c(c2)OCCO3)CC1)NC1CCCCC1
  2 | -4 | 101 | 2 | 1.5 | 98 | 8 | -1 | -1
CC(C)CNC1=CC(=O)CC(c2ccco2)C1 (centres undefined)
  4 | 24 | 89 | 5 | -0.8 | x | 10 | -2 | 17
C=CC[C@H](CC(=O)OC(C)(C)C)C(=O)OC[C@@H]1CCCN1C(=O)[C@H](CC=C)CC(=O)N[C@H](CO)Cc1ccccc1
  0 | x | 102 | -9 | x | 102 | 2 | x | x
CCN(Cc1nc2ccccc2c(=O)[nH]1)Cc1cc(=O)oc2cc(OC)ccc12
  0 | 1 | x | 7 | x | 97 | 3 | -3 | -3
C#CCOCCOCCOCCNc1nc(N2CCN(C(=O)CCCCCCCCCCNC(=O)[C@H](CCCCN)n3cc(CCCC(=O)O)nn3)CC2)nc(N2CCN(C(=O)CCCCCCCCCCNC(=O)[C@H](CCCN=C(N)N)n3cc(C[C@@H](C)CC)nn3)CC2)n1
  0 | -7 | 86 | -1 | 10 | 80 | -15 | -3 | 1

Next section.
SMILES,GRK2 inh,MCL1 BIM primary,AGP1 TOR yeast,GLD-1 TGE inh,MEX-5 binding,CIT2 TOR yeast,VLA-4 inh,Fam108B inh,BCLXL inh
Cc1ccc(CNC(=O)c2cc3c(C)nc4ccccc4c3o2)cc1,0,-3,111,0,0.5,122,-18,-7,9
O=C(Nc1nc(-c2ccc(F)cc2)cs1)c1cccnc1,0,-4,90,8,-3.0,83,-3,-1,1
Cc1cc(N2CCN(C(c3ccccc3)c3ccc(Cl)cc3)CC2)n2ncnc2n1 (centres undefined),0,3,101,4,-0.8,100,-10,0,2
COc1cc2c(cc1OC)CN(Cc1cc(OC)c(O)c(OC)c1)CC2,1,14,105,5,0.0,104,8,-8,10
O=C(CSc1nnc(-c2ccc(Br)cc2)o1)N1CCN(C(=O)c2ccco2)CC1,2,-9,95,-7,-0.6,99,3,-1,-4
COC(=O)c1cc2c(N)c(C(=O)c3ccccc3)sc2nc1C(OC)OC,3,-4,94,3,-3.6,91,14,0,-4
COc1ccc(CNC(=O)C2CCN(C(=O)c3csc(Nc4ccc(C)cc4)n3)CC2)cc1,1,-4,105,-2,1.6,102,0,3,0
O=S(=O)(NCCSc1ccccn1)c1ccc(Cl)cc1,0,1,95,0,1.9,97,16,-1,7
COc1ccc(NC(=O)C2CCCO2)c(OC)c1 (centres undefined),0,8,106,6,2.7,107,12,-1,1
CCCCCCCNC(=O)C1CC(=O)N(C)C(=Nc2ccc(OC)cc2)S1 (centres undefined),0,7,108,5,-0.5,105,-16,3,6
C#CC[N+](CC)(CC)CC#Cc1ccccc1,0,4,109,-4,-0.5,100,4,-2,6
CCCCN(C)CCNC(=O)c1ccc2c(c1)NC(=O)C(N1CCCCC1)S2 (centres undefined),0,1,100,-3,0.3,94,-4,-3,3

Screens deposited in PubChem BioAssay by several laboratories.

Random draw from the library; 2.2% or so of the library scored in one or more.
